From PubChem
PKA-R1A act: activators of PKA-R1A complex; PKA-R1A dissociation, Cy5-IP20 fluorescence polarization; scaled: DMSO 0%, 113 µM cGMP 100%; activation, % at 11.4 µM; hit rate 0.083% among 340,000;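 active = percent activation above the mean of all tested compounds plus 3 SD, cut at about 19% in these data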;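 also: higher means more PKAc released from R1A so a rise in polarization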
CDK5 inh: CDK5/p35 (human) kinase inhibition; inhibition, % at 10 µM; hit rate 0.01% among 330,000; Recombinant CDK5/p35, ADP-Glo luminescence, 60 min; AID 488839;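 active = highest replicate inhibition of at least 50% and at least 75% of replicates reaching 50%; inconclusive = only one of the two criteria met; inactive = both criteria failed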;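 also: plate controls were DMSO neutral control for no effect and GW8510 at 10 µM for full effect; many of its hits are not listed in these tables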
MITF act: activators of MITF-driven TRPM1 promoter activity in SK-MEL-5 cells; SK-MEL-5 TRPM1-promoter luciferase, 24 h; % of positive control, neutral wells = 0; activation, % at 12.5 µM; hit rate 0.75% among 300,000;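 active = mean activation of at least 80% with every replicate also reaching 80%; inconclusive = mean reaches 80% but some replicate falls short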;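 also: 0% = neutral control wells and 100% = parthenolide positive control wells; values of inactives mirror those of a sister screen read the other way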
SR-BI DiI inh: mouse SR-BI HDL lipid transfer inhibition. AID 488896. inhibition, % at 12.5 µM. hit rate 0.96% among 320,000. Q61009. ldlA[mSR-BI] CHO cells, DiI-HDL uptake fluorescence, 3 h;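 active = mean replicate inhibition of at least 70% and a set share of replicates each scoring 70 or more; inconclusive = meets just one of the two criteria; inactive = fails both criteria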;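 also: 0% = median of neutral control wells and 100% = median of positive control wells; values of inactives mirror those of a sister screen read the other way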
SR-BI uptake up: enhances SR-BI lipid uptake from DiI-HDL. CHO ldlA[mSR-BI] cells, DiI-HDL uptake fluorescence, 3 h; 100 = double the neutral-control signal. activation, % at 12.5 µM. hit rate 0.096% among 320,000. AID 504775;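 active = mean replicate activation of at least 60% and every replicate at or above 60%; inconclusive = mean or all-replicate condition met, but not both; inactive = mean below 60% and not all replicates reaching 60%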;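 also: 0% = median plate neutral-control signal and 100% = twice that signal; values of inactives mirror those of a sister screen read the other way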
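Test system: SR-BI-overexpressing, LDLR-lacking CHO cells; Also added: labelled HDL, 10 µg/mL; Measured by: bottom-read cell fluorescence after medium removal, ex 550/em 595 nm; Timing: 3 h uptake period with compound, 37 °C; Buffer or medium: F12, 0.5% BSA, 25 mM HEPES; Doses: single compound concentration, delivered by pin transfer.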
dFosB activator: mouse delta FosB homodimer activation. P13346. activation, % at 25 µM. hit rate 0.99% among 340,000. purified delta FosB, TAMRA-CDK5 oligo fluorescence polarization; percent of positive-control signal above neutral wells;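 active = mean activation above about 17%, with every replicate also reaching it, limit read from the data, passing the limit was not always enough; inconclusive = only one of the two conditions met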;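 also: fluorescence polarization rise as delta FosB binds a TAMRA Cdk5 AP-1 oligo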
NSD2 HMT inh: inhibitors of human histone methyltransferase NSD2; NSD2 peptide methylation, AlphaScreen, 120 min; O96028; hit rate 0.54% among 310,000; AID 743445; inhibition, % at 12.5 µM; in the data active = inhibition above about 50%
Target sequence (O96028 whole entry, looked up): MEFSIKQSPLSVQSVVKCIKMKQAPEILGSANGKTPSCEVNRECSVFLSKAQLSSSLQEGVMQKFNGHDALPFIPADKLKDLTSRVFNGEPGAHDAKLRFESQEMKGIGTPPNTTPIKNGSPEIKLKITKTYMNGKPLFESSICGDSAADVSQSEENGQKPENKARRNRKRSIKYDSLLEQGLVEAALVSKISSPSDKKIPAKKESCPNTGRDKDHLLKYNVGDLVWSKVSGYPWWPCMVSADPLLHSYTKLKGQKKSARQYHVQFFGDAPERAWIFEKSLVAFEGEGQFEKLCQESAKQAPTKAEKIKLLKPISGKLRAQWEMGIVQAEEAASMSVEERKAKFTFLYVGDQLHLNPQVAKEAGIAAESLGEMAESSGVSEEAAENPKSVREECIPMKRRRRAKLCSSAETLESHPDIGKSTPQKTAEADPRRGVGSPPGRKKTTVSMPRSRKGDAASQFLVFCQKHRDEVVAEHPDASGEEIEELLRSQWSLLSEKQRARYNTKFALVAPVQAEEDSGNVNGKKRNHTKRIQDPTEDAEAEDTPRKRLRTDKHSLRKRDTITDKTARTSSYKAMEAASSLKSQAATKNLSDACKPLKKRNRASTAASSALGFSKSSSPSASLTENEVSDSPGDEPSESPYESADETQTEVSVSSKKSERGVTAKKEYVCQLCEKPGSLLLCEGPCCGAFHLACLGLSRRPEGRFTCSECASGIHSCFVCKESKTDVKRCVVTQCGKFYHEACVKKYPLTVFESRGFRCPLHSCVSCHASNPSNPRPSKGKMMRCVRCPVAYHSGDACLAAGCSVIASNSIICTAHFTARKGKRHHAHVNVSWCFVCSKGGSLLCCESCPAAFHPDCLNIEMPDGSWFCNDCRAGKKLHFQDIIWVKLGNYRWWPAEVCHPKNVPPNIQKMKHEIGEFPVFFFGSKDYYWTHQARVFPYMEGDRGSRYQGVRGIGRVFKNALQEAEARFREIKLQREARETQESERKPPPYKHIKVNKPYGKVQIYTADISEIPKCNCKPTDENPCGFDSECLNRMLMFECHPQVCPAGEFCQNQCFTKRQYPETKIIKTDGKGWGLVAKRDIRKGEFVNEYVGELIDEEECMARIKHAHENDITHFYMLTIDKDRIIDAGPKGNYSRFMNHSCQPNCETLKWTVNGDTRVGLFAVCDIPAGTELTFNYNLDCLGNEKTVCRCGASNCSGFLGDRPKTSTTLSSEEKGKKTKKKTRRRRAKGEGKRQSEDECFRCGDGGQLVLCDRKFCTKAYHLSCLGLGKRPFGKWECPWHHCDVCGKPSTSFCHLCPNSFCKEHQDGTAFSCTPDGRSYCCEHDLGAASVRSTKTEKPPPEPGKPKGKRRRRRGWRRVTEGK
SUMO Mot1 rescue: inhibitors of SUMOylation pathway: yeast Mot1-301 growth rescue. S. cerevisiae Mot1-301 growth rescue, ATP luminescence, 38.5C; percent above DMSO median, 100 means doubled. growth rescue, % at 18.8 µM. hit rate 1% among 320,000;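 active = every valid replicate shows activation above 250% relative to neutral control wells; inactive = the rest, any valid replicate at or below 250%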;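 also: OY570 slx delta 5 strain wells were the positive control but not used for scaling; some compounds called inactive have numbers as strong as hits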
Arrestin-AP2 inh: blocks beta-arrestin peptide binding to AP2 adaptin; FITC-arrestin peptide / GST-AP2 beads, flow cytometry; AP2 beta2 appendage carries R879A mutation; inhibition, % at 10 µM; hit rate 0.31% among 340,000; AID 504490;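 active = inhibition above a set limit, near 3 SD of compounds lacking own fluorescence, cut at about 54% in these data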;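 also: plate controls were DMSO wells for no effect and 5 µM unlabelled arrestin peptide for full effect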
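Assay system: GST-AP2 R879A bound to glutathione beads, E. coli-expressed; Medium: PBS with 0.05% Tween 20 and 0.1% BSA; Also added: fluorescein-tagged arrestin peptide at 50 nM final; Timing: 12 min plus 1 h, RT; Measured by: flow cytometry, FL1 (488/535 nm); Evaluation: percent drop in bead-associated FITC signal.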
Pemphigus Ab inh: blocks pemphigus antibody binding to human desmoglein-3; DSG3-coupled beads, scFv-anti-DSG3-GFP binding, flow cytometry; stronger effect = lower value; hit rate 0.48% among 310,000; P32926; binding (percent of control), % at 10 µM;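 active = binding more than 3 SD below its plate's average and above zero; inconclusive = below that plate limit but binding exactly zero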; also: some compounds called inactive have numbers as strong as hits
PKA-R2B activ: PKA-R2B complex activation; PKA-R2B holoenzyme dissociation, Cy5-IP20 fluorescence polarization; R2B truncated from residue 108, S112A mutant; 0% DMSO only, 100% 113 µM cGMP; P22694+P31323; hit rate 0.079% among 340,000; AID 504700; activation, % at 11.4 µM;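 active = activation above a cutoff set at the mean over all compounds plus 3 SD, cut at about 18% in these data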;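 also: higher means more holoenzyme dissociation and a rise in polarization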
* = called active by the depositor; ? = inconclusive; . = no result given.

SMILES | PKA-R1A act | CDK5 inh | MITF act | SR-BI DiI inh | SR-BI uptake up | dFosB activator | NSD2 HMT inh | SUMO Mot1 rescue | Arrestin-AP2 inh | Pemphigus Ab inh | PKA-R2B activ
CCOC(=O)c1cc2sccc2n1CC(=O)Nc1ccc(OC)cc1 | 3 | 0.5 | 8 | -3 | 3 | 8 | -2 | 248 | 8 | 100 | -1
CCN(c1ccccc1)S(=O)(=O)c1ccc(OC)c(NC(=O)CN2C(=O)NC(C)(C)C2=O)c1 | 1 | -0.8 | 7 | -14 | 14 | -9 | 0 | -7 | -9 | 105 | -3
c1cncc(-c2nnc3sc(C4CCCCC4)nn23)c1 | -2 | -1.1 | 6 | -19 | 19 | 2 | -1 | 279 | -6 | 104 | -7
C/C(=N\NC(=O)c1cc(C)nc2ccccc12)c1cccs1 | -5 | 0.1 | 2 | . | . | -2 | -1 | 80 | 30 | 98 | -3
CCOC(=O)N1CCN(C(=O)C2CCN(S(=O)(=O)CC)CC2)CC1 | 2 | -1.2 | -5 | -16 | 16 | -9 | 2 | 14 | 3 | 101 | -3
COc1ccc2c(c1)C(=O)CC(c1ccc3c(c1)OCCO3)O2 (configuration not stated) | -13 | -0.1 | 42 | 11 | -11 | -10 | . | -17 | 2 | 115 | 0
CC(CCc1ccccc1)NC(=O)Cc1cccs1 (configuration not stated) | -11 | 0.7 | -2 | 3 | -3 | 6 | 2 | 3 | 20 | 104 | -3
COc1ccc(NC(=O)N2CCCC2C(=O)NCc2ccccc2Cl)cc1 (configuration not stated) | -5 | -0.7 | -11 | -12 | 12 | 1 | 2 | -2 | 0 | 105 | 9
COc1cccc(NC(=O)COC(=O)Cc2ccc(Br)cc2)c1 | -10 | 1.1 | 4 | 2 | -2 | -5 | -3 | 202 | 5 | 102 | -4
Cc1ccc(-c2nc(SC(C)C(=O)N3CCOCC3)n[nH]2)cc1 (configuration not stated) | -4 | -0.1 | -12 | -2 | 2 | -2 | -1 | 9 | 23 | 100 | 4
Cc1ccnc(NC(=O)c2cccc(S(=O)(=O)N3CCN(c4ccccc4)CC3)c2)c1 | -6 | 3.0 | 44 | -6 | 6 | 6 | -1 | 23 | -11 | 97 | -10
COc1cccc(NC(=O)CN(C)C(=O)c2cc(-c3ccccc3)nc3ccc(C)cc23)c1 | -1 | -0.5 | -4 | -2 | 2 | -5 | 2 | . | -1 | 108 | -14
Nc1ccccc1-c1nc2ccccc2c(=O)o1 | -17 | 2.0 | 8 | . | . | -11 | -4 | -5 | 2 | 112 | 2
CCC(NC(=O)CNC(=O)CNC(=O)c1ccc(Cl)cc1Cl)c1ccc(C)cc1 (configuration not stated) | 5 | 2.1 | -13 | 7 | -7 | -15 | 3 | 58 | 12 | 100 | 4
COc1ccc(OC)c(CCNC(=O)C(C)n2nc(C)c3c(C)n(-c4ccccc4)nc3c2=O)c1 (configuration not stated) | -4 | 2.2 | -5 | 20 | -20 | -16 | 0 | 15 | -1 | 94 | -1
COc1cc(C(=O)N2CCN(C(=O)c3ccccc3)CC2)cc(OC)c1OC | 1 | 0.7 | -8 | 4 | -4 | 3 | 2 | -1 | 0 | 101 | -21
CCOc1ccccc1N(CC(=O)Nc1ccc2c(c1)OCCO2)S(C)(=O)=O | -11 | 0.5 | . | -19 | 19 | -7 | . | 8 | 11 | 92 | -7
C/C(N)=C(/C#N)C(=O)CSc1nc2ccccc2[nH]1 | -7 | 0.3 | 67 | 7 | -7 | -5 | 6 | 9 | 6 | 97 | -11
COc1ccc(CNCCC(c2ccc(F)cc2)c2ccc(OC)cc2)cc1 (configuration not stated) | -10 | 1.3 | -63 | 2 | -2 | 21* | 1 | -17 | 27 | . | -5
CCCCn1c(SCC(=O)N2CC(C)CC(C)C2)nc2cc(S(N)(=O)=O)ccc21 (configuration not stated) | 2 | 0.2 | 6 | 5 | -5 | -10 | -4 | 18 | 5 | 98 | 1
CCOC(=O)C1(Cc2cccc(OC)c2)CCCN(C(=O)CCN2CCCO2)C1 (configuration not stated) | -6 | 1.1 | 76 | -4 | 4 | 4 | -1 | 1 | 4 | 108 | 8
CSc1nc(Sc2ccccc2)c2ccccc2n1 | -7 | -1.5 | 13 | -5 | 5 | -5 | -10 | 150 | 20 | 101 | -8
O=S(=O)(Nc1cccc(CCc2ccccn2)c1)c1cc(Cl)ccc1Cl | -7 | -0.8 | -2 | 1 | -1 | -15 | 6 | -23 | 12 | 122 | -8
CC(OC(=O)Cc1ccsc1)C(=O)Nc1ccc(Cl)cn1 (configuration not stated) | 2 | -3.1 | -6 | -16 | 16 | -5 | -1 | 7 | -7 | 106 | -3
CCOc1ccc(OCCSc2nc(C)cc(=O)[nH]2)cc1 | 1 | 0.1 | 29 | -1 | 1 | -4 | 0 | -4 | 1 | . | -2
Cc1[nH]c2ccccc2c1/C=C(\C#N)C(=O)NCC1CCCO1 (configuration not stated) | -5 | -0.7 | 18 | 17 | -17 | -6 | 1 | -16 | 4 | 94 | -2
Cc1cc(Br)c2[nH]c3c(c2c1)CCCC3=O | 5 | 0.4 | 2 | -8 | 8 | -2 | . | -6 | 4 | 93 | 13
COc1cc(C(=O)Nc2cc(-c3nc4cc(C)ccc4o3)ccc2C)cc(OC)c1OC | -21 | 0.4 | 13 | 69 | -69 | -11 | -3 | 113 | 12 | 108 | -9
CCOc1ccc2c(C)cc(=O)oc2c1OCC | 2 | 1.3 | 12 | 7 | -7 | -10 | 1 | 11 | -6 | 109 | -16
CC(C)NC(=O)Nc1ccc2c(c1)C(=O)N([C@H](C)CO)C[C@@H](C)[C@@H](CN(C)C(=O)NC1CCCCC1)O2 | -3 | -0.8 | 0 | 0 | 0 | -13 | . | -15 | -3 | 107 | -5
NC(=O)c1ccc(N2CCC(C(N)=O)CC2)c([N+](=O)[O-])c1 | -5 | 0.4 | -3 | -28 | 28 | 4 | -3 | 162 | 31 | 102 | -3
CCOC(=O)c1c(N)sc(-c2ccccc2)c1C | 11 | -0.3 | 61 | -10 | 10 | -5 | 2 | 117 | 4 | 89 | -16
COCCn1nnnc1C(c1ccccn1)N1CCN(c2cccc(C)c2C)CC1 (configuration not stated) | 11 | 0.9 | -6 | 3 | -3 | -2 | -3 | 2 | 5 | 109 | 3
CCn1nc(C)c(CN2CCC(n3nccc3NC(=O)Cc3ccccc3)CC2)c1C | 4 | 1.5 | 15 | -19 | 19 | 6 | -2 | -5 | -12 | 103 | 1
C[C@]12c3[nH]c4ccccc4c3CCN1C(=O)C(CC(=O)NCCCn1ccnc1)C[C@@H]2C(=O)N1CCCCC1 (some centres not stated) | -2 | 4.1 | 4 | -2 | 2 | -3 | . | -8 | 5 | 114 | -1
CCCCCCCNC(=O)C1(CC2CC(c3ccccc3)=NO2)CCN(C(=O)OC(C)(C)C)CC1 (configuration not stated) | -3 | 0.7 | 51 | -6 | 6 | -17 | . | 22 | -2 | 102 | -3
CC1CCN(S(=O)(=O)c2ccc(C(=O)N3CCCC3C(=O)O)cc2)CC1 (configuration not stated) | -7 | -2.3 | 3 | -42 | 42 | 8 | 43 | 10 | 9 | 103 | -3
CS(=O)(=O)c1ccc2nc(NC(=O)c3ccc(NS(=O)(=O)c4cccc([N+](=O)[O-])c4)cc3)sc2c1 | 7 | 2.3 | 6 | . | . | ? | 12 | 330 | 28 | 97 | 0
CNc1ccc(C=C2C=Cc3ccccc32)cc1 | 2 | 1.1 | 22 | 56 | -56 | 0 | 4 | . | -1 | 102 | -7
CC(C)CC(COCc1ccc(Cl)cc1)N1CCN(C(=O)c2ccc(Cl)cc2Cl)CCC1=O (configuration not stated) | -19 | 2.4 | 14 | 47 | -47 | 0 | . | 0 | -2 | 106 | -8
COc1ccc(CCNS(=O)(=O)c2ccc(Br)cc2)cc1OC | 8 | -2.1 | 10 | 14 | -14 | -6 | -1 | -1 | -1 | 114 | -1
O=C(COc1ccccc1)c1ccccc1 | 4 | 0.6 | 33 | 15 | -15 | 0 | -1 | . | 0 | 106 | 6
COc1ccc(Cl)cc1S(=O)(=O)Nc1ccc2c(c1)n(C)c(=O)n2C | 1 | -0.5 | -18 | -10 | 10 | -1 | -1 | -10 | 24 | 109 | -5
O=C(CN1CCN(CC(=O)Nc2ccc(Cl)cc2)CC1)Nc1ccc(F)cc1 | 4 | 1.3 | 5 | 3 | -3 | -2 | -3 | 3 | -3 | 108 | -6
Cc1ccccc1NCc1ccc(O)c2ncccc12 | 5 | -1.1 | -57 | -21 | 21 | 3 | 1 | -20 | 8 | 95 | -8
O=C(NCc1csc(-c2cccs2)n1)C1CC1 | 0 | 0.2 | 43 | 3 | -3 | 1 | 4 | -14 | -13 | . | -9
Cc1c(C#N)c(N=CN(C)C)c(C(=O)c2ccc(Br)cc2)n1-c1ccccc1 | 1 | -0.3 | 1 | -11 | 11 | -1 | . | -5 | 0 | 95 | -4
O=C(Nc1ccc(F)cc1)OCCOc1ccc([N+](=O)[O-])cc1 | -16 | -1.0 | 4 | 15 | -15 | 5 | -3 | 44 | 7 | 92 | -12
CC[C@H](C)[C@H]1CNC(=O)C(=O)N1CC1CCN(CCc2ccc(Cl)c(Cl)c2)CC1 | -5 | 0.0 | 11 | 1 | -1 | 4 | . | . | 11 | 103 | -15
Cc1ccccc1NS(=O)(=O)c1ccc2c(c1)n(C)c(=O)n2C | 2 | -2.1 | -17 | 3 | -3 | -4 | 4 | -4 | -14 | 104 | -4

Some of these compounds in order of count of non-hydrogen atoms, high to low.
SMILES | PKA-R1A act | CDK5 inh | MITF act | SR-BI DiI inh | SR-BI uptake up | dFosB activator | NSD2 HMT inh | SUMO Mot1 rescue | Arrestin-AP2 inh | Pemphigus Ab inh | PKA-R2B activ
CC[C@H](C)[C@H]1CNC(=O)C(=O)N1CC1CCN(CCc2ccc(Cl)c(Cl)c2)CC1 | -5 | 0.0 | 11 | 1 | -1 | 4 | . | . | 11 | 103 | -15
Cc1c(C#N)c(N=CN(C)C)c(C(=O)c2ccc(Br)cc2)n1-c1ccccc1 | 1 | -0.3 | 1 | -11 | 11 | -1 | . | -5 | 0 | 95 | -4
Cc1ccccc1NCc1ccc(O)c2ncccc12 | 5 | -1.1 | -57 | -21 | 21 | 3 | 1 | -20 | 8 | 95 | -8
